# Assay outcomes as filed in PubChem.
# RGS4 inh: Inhibitors of Regulator of G Protein Signaling (RGS) 4: qHTS. Regulator of G-protein signaling 4 (Homo sapiens), P49798. Transcreener GDP fluorescence polarization, RGS4-accelerated GTP hydrolysis. Potency, µM (highest dose often 114 µM), for the others: top-dose activity change, negative = inhibition, usual class: inhibitors. actives 0.039% (n = 390,000); also: potency is read from the fitted curve at half-maximal effect; % is scaled to controls: 0 for no effect and ±100 for the full control effect; nearly all actives have a fitted effect of over 75% in size; some results filed as inactive show a strong effect at the top dose
#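 MLSMR compounds (23 nl, pin-transferred) preincubated 10 min at room temperature with a 500nM (2x) first reagent, then RGS4 at 900nM (2x) plus Transcreener GDP mix added; fluorescence polarization (620/688 nm) read before and after 90 min at 30 °C.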
# Pol eta inh: qHTS for Inhibitors of Polymerase Eta | DNA polymerase eta (Homo sapiens), Q9Y253 | AID 588591, 2011 | actives 1.2% (n = 390,000) | recombinant Pol eta, fluorescent DNA replication assay | Potency, µM (titrated, usually from 114 µM), for the others: at the highest dose activity change, negative = inhibition, usual class: inhibitors; also: potency is read from the fitted curve at half-maximal effect; % is scaled to controls: 0 for no effect and ±100 for the full control effect
#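 Pol eta (10 nM) was preincubated with compounds for 15 min at room temperature, after which fluorescent replication substrate (50 nM final) was added to start the reaction. Fluorescence was read kinetically at 0 and 10 min.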
# ERG Ets-DNA blk: qHTS for Small Molecule Inhibitors of the ERG Ets/DNA interaction; Transcriptional regulator ERG (Homo sapiens), P11308; fluorescence polarization, His-ERG Ets domain / labelled DNA; Potency, µM (top dose mostly 76.9 µM), without a hit: at the top dose FP activity, negative = inhibition, actives largely listed as inhibitors; actives 0.028% (n = 370,000); active = well fitted inhibition curve with a large enough effect in the polarisation, with a control signal flat; inconclusive = small, poorly fitted or top-dose-only effect, or effect the other way, or a change in a side signal; inactive = no such curve, though single readings can be large or run the other way; the % refers to the polarisation;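 also: polarization taken with two DNA probes labelled with fluorescein and Texas red; potency is read from the fitted curve at half-maximal effect; % of control where 0% means no effect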
# Target sequence (P11308 whole entry, looked up, the tested form may be a part): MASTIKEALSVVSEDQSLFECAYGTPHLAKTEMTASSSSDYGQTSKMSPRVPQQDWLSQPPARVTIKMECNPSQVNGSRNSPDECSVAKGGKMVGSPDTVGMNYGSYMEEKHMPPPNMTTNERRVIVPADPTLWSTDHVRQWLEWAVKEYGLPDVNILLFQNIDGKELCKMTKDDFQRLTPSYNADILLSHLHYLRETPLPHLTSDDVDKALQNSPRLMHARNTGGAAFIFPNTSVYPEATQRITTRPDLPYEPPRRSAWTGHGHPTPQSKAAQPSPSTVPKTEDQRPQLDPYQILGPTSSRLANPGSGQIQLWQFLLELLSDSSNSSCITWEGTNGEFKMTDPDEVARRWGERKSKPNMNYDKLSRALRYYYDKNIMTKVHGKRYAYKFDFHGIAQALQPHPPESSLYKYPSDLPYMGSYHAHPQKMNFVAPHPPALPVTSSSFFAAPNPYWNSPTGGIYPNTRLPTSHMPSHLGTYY
#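 His-tagged ERG Ets domain (1 uM in the protein solution; 300mM KCl, 50mM Tris-HCl, 1mM EDTA, 1mM DTT, pH 7.5) received compound, then a probe mix of 5 nM fluorescein-DNA and 100nM Texas-615-DNA. Fluorescence polarization was read for both dyes.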
# APE1 inh: qHTS Assay for Inhibitors of the Human Apurinic/apyrimidinic Endonuclease 1 (APE1). Potency, µM (titrated, usually from 65.8 µM), inactives show top-dose activity change, negative = inhibition, usual class: inhibitors. actives 0.35% (n = 350,000). DNA repair nuclease/redox regulator APEX1 (Homo sapiens), P27695. recombinant APE1, TAMRA/BHQ-2 abasic DNA cleavage fluorescence;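 also: potency is read from the fitted curve at half-maximal effect; plate controls were vehicle for no effect and reference inhibitor for full effect; nearly all actives have a fitted effect of over 55% in size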
# Target sequence (P27695 whole entry, looked up): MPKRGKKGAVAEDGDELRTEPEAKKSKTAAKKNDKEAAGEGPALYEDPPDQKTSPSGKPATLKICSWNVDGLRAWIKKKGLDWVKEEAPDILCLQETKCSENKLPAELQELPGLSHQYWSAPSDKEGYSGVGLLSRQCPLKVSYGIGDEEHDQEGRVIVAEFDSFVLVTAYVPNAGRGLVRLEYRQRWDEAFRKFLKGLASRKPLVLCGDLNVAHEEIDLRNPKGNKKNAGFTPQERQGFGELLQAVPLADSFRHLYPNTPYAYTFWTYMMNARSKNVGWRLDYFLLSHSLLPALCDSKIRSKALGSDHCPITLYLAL
#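 Readout is kinetic fluorescence (ex 525, em 598 nm) from cleavage of 50 nM TAMRA/BHQ-2 THF abasic duplex by 0.75 nM APE1, compound added 15 min beforehand at RT.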
# Anesthetic bind: qHTS Assay for Identification of Novel General Anesthetics. Ferritin light chain (Equus caballus), P02791. apoferritin/1-aminoanthracene competitive binding, fluorescence. Potency, µM (highest dose often 77.5 µM), inactives show at the highest dose activity change, negative = displacement, hits mostly inhibitors. actives 0.074% (n = 350,000); also: potency is read from the fitted curve at half-maximal effect; % is scaled to controls: 0 for no effect and ±100 for the full control effect; nearly all actives have a fitted effect of over 20% in size
# Target sequence (P02791 2-175 limits assumed): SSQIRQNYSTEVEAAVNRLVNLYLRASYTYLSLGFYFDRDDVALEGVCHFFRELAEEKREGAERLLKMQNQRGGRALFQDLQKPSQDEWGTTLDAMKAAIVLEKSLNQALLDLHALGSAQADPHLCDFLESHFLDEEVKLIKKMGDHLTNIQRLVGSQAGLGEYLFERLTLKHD
#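 10 uM apoferritin + 50% sat. 1-AMA, PBS; cpd 10 min RT; Ex380/Em535 endpoint; normalized to free probe vs complex; 4-param Hill fit; propofol titration as pos. ctrl.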
# POLK inh: qHTS for Inhibitors of Polymerase Kappa; purified Pol kappa, fluorescent DNA synthesis assay, 10 min; Potency, µM (series often up to 107 µM), without a hit: at the top dose activity, negative = inhibition, actives largely listed as inhibitors; actives 0.53% (n = 400,000); AID 588579, 2011; also: potency is read from the fitted curve at half-maximal effect; % is scaled to controls: 0 for no effect and ±100 for the full control effect
#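 10 nM Pol kappa preincubated 15 min at room temperature with compounds, then reaction started with substrate at 50 nM final. Fluorescence read kinetically at 0 and 10 min; buffer-only wells served as negative control.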
# LDHA block: qHTS assay for inhibitors of human lactate dehydrogenase; L-lactate dehydrogenase A chain (Homo sapiens), P00338; purified LDHA, NADH/diaphorase-resazurin fluorescence; stronger effect = lower value; activity change, % (values are at about 110 or 230 µM); actives 0.15% (n = 480,000); in the data active = activity change below about -30%; inconclusive = mostly about -25% to -30%;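 also: plate controls were DMSO wells for no effect and wells without enzyme for full effect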
#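 Resorufin fluorescence (ex540/em590), read at 0 and 20 min after diaphorase/resazurin addition, reports the NADH left after a 5 min room-temperature reaction of 2 nM human LDH5 with 0.06 mM NADH and 0.2 mM pyruvate.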
# POLB inh: qHTS Assay for Inhibitors of DNA Polymerase Beta; Pol beta primer extension/strand displacement, fluorescence kinetic; Potency, µM (doses to about 114 µM), without a hit: at the highest dose activity change, negative = inhibition, actives largely listed as inhibitors; P06746; AID 485314, 2010; actives 1.3% (n = 340,000); also: potency is read from the fitted curve at half-maximal effect; % is scaled to controls: 0 for no effect and ±100 for the full control effect
#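 Reaction started by 50 nM substrate onto compound-treated Pol beta (10 nM, 15 min preincubation, room temperature); plates read at 0 min and 10 min. Normalized concentration-effect data fitted by four-parameter Hill equation.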
# 12-LOX inh: Primary qHTS assay for inhibitors of human arachidonate 12S-lipoxygenase (ALOX12): Round 2; purified 12hLO, xylenol orange hydroperoxide absorbance; Potency, µM (series often up to 108 µM), without a hit: at the highest dose activity change, negative = inhibition, actives largely listed as inhibitors; actives 1.1% (n = 580,000); AID 1671190, 2021; also: potency is read from the fitted curve at half-maximal effect; % is scaled to controls: 0 for no effect and ±100 for the full control effect
#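 Purified human 12hLO at 150 nM in 25 mM Hepes, 0.01% Triton X-100, pH 7.0, preincubated 15 min at room temperature with compound. Reaction started with 40 uM arachidonic acid, 30 min at room temperature. Hydroperoxide measured by Fe-xylenol orange, 573/405 nm absorbance ratio.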
# * marks the source's active call; other numbers are inactive results; i = inactive; u = inconclusive; x = not tested or not shown; & = joins results of further samples; [ ] = remark or other dose. Unless noted, calls follow the shape of the dose curve; as a rule, active = well fitted curve in the direction sought with a large enough effect; inconclusive = small, poorly fitted or top-dose-only effect, or another doubt; inactive = no such curve, though single readings can be large; an effect the other way counts as inactive or inconclusive. The list is partial; count on the stated rates, not on these rows.
cpd	SMILES	Pol eta inh	LDHA block	POLB inh	APE1 inh	12-LOX inh
1	c1ccc(-n2nnnc2Oc2cccc3cccnc23)cc1	1%	5	11%	1%	18%
2	Cc1ccc(Cl)cc1NC(=O)C[n+]1ccc(Cc2ccc([N+](=O)[O-])cc2)cc1	-2%	10	2%	0%	u
3	COc1ccccc1CNC(=O)c1ccc(NS(=O)(=O)c2cccs2)cc1	-21%	-5	2%	0%	-16%
4	O=C(Nc1nnc(-c2ccco2)o1)c1cccc2ccccc12	-22%	0	3%	-4%	0%
5	CCOc1ccccc1C1N=C(c2ccc(OC)cc2)CC(c2ccccc2O)N1 (centres undefined)	-17%	-4	16%	-1%	-24%
6	COc1ccc2[nH]c3c(c2c1)CCN1C(=O)C(CC(=O)NCC24CC5CC(CC(C5)C2)C4)C[C@H](C(=O)N2CCOCC2)[C@@]31C (some centres undefined)	-23%	3	x	7%	-18%
7	Cc1ccc(S(=O)(=O)c2ccc(NN)cc2)cc1	-10%	-8	-3%	-2%	3%
8	COc1ccccc1NC(=O)COC(=O)c1cc(C)nc2ccccc12	1%	-4&-5	x	1%	u
9	COc1ccc(NC(=S)N2CCN(S(=O)(=O)c3ccccc3)CC2)cc1	-25%	1	-1%	11%	74%[activator]
10	O=C(CSc1nc(C(F)(F)F)cc(=O)[nH]1)N1CCCC1	-6%	-5	x	2%	-15%
11	CCc1ccccc1NC(=O)CSc1nc(-c2cccc(Cl)c2)nc2c1Cc1c(CO)cnc(C)c1O2	3%	-2	1%	x	-1%
12	COCCNC(=O)CCCCCn1c(=S)[nH]c2ccccc2c1=O	-14%	0	17%	0%	-24%
13	CC(=O)c1ccc(NS(=O)(=O)c2ccc(-c3cc(C)no3)s2)cc1	7%	-2	33%	x	-12%
14	CC(C)c1ccc(NC(=O)Cc2ccc(NC(=O)N3CCCCc4ccccc43)cc2)cc1	-14%	-7	3%	x	-28%
15	NC(=O)c1ccsc1NC(=O)CSc1nnc(Nc2ccccc2)s1	u	0	-13%	6%	-1%

cpd	ERG Ets-DNA blk	RGS4 inh	POLK inh	Anesthetic bind
1	x	20%	-11%	0%
2	2%	6%	-15%	u
3	11%	-14%	-12%	-10%
4	1%	18%	0%	2%
5	6%	-40%	-1%	-18%
6	5%	-5%	2%	x
7	15%	-19%	8%	-23%
8	-8%	-38%	-11%	x
9	6%	-10%	-2%	-9%
10	11%	-1%	-3%	x
11	-2%	13%	-8%	0%
12	9%	-17%	-3%	-5%
13	-1%	27%	14%	-5%
14	-3%	21%	-4%	4%
15	-9%	-33%[56.9 µM]	u	-15%

# (more compounds)
cpd	SMILES	Pol eta inh	LDHA block	POLB inh	APE1 inh	12-LOX inh
16	CCOC(=O)c1nn(-c2ccccc2)c(=O)cc1SC(C)CC (centres undefined)	-12%	8	8%	11%	18%
17	CCc1ccc(/C=C2/SC(=S)N(CCCC(=O)Nc3ccccc3C(=O)O)C2=O)cc1	79µM*	0	50%	23%	u
18	Cc1ccc(-n2nnnc2SCCNS(=O)(=O)c2ccccc2)cc1C	-18%	8	-7%	-6%	-25%
19	COc1ccc(CC(=O)OCc2cc3cccc(C)c3[nH]c2=O)cc1	-11%	1	10%	-5%	7%
20	CCN(Cc1ccccc1)S(=O)(=O)c1cc(C(=O)c2c(N)n(C)c(=O)n(C)c2=O)ccc1OC	-3%	-8	-8%	0%	0%
21	Cc1oc(C)c(C(=O)NCCCC(=O)O)c1C(=O)NCCCC(=O)O	-2%	-3	34%	0%	-9%
22	Cc1cc(OCC(=O)N[C@@H](Cc2ccccc2)c2nc3ccccc3[nH]2)ccc1Cl	u	12	3%	0%	-6%
23	CC1Cc2ccccc2N1C(=O)COC(=O)C1=COCCO1 (centres undefined)	2%	-3	-1%	-7%	-6%
24	CC(C)(C)n1nc2c(c1NC(=O)COc1ccc3ccccc3c1)CS(=O)C2 (centres undefined)	-6%	2	7%	4%	-17%
25	CNC(=S)N1C2CCCC1CC(NC(=O)c1ccc(C)cc1)C2 (centres undefined)	1%	-11	x	x	u
26	NC(N)=NC(N)=Nc1cccc2ccccc12	3%	22	16%	u	i
27	Cc1cccc(C)c1OCC(=O)NC1CC1	4%	0	-20%	-20%	0%
28	Cc1ccc2sc(NNC(=O)c3cc(=O)c4ccccc4o3)nc2c1C	-24%	12	-2%	0%	u
29	O=C(N/N=C/c1cccc(O)c1)c1cc2c(ccc3ccccc32)o1	-2%	-4	-12%	-8%	191%[activator]
30	CCC(=O)N(CCC(c1ccccc1)c1ccco1)Cc1cccs1 (centres undefined)	-23%	0	7%	-1%	u

cpd	ERG Ets-DNA blk	RGS4 inh	POLK inh	Anesthetic bind
16	-3%	-16%	4%	-20%
17	-3%	2%	-28%	-15%
18	x	-11%	-12%	3%
19	-2%	5%	-3%	-14%
20	13%	-22%	-7%	-14%
21	-8%	1%	-2%	-8%
22	-2%	-29%	-4%	3%
23	2%	3%	-11%	u
24	-11%	-30%	0%	-7%
25	-1%	-7%	-14%	x
26	3%	-3%	-7%	-3%
27	-3%	12%	15%	2%
28	6%	u	-9%	u
29	10%	-14%	-20%	-11%
30	-6%	u	-9%	u

# Some values from the entries so far.
# O=C(N/N=C/c1cccc(O)c1)c1cc2c(ccc3ccccc32)o1 @ Pol eta inh = -2%
# CCOC(=O)c1nn(-c2ccccc2)c(=O)cc1SC(C)CC (centres undefined) @ ERG Ets-DNA blk = -3%
# CC(C)(C)n1nc2c(c1NC(=O)COc1ccc3ccccc3c1)CS(=O)C2 (centres undefined) @ Pol eta inh = -6%

# Following part:
cpd	SMILES	Pol eta inh	LDHA block	POLB inh	APE1 inh	12-LOX inh
31	O=c1[nH]c(=O)c2nc(-c3ccc(Cl)cc3)cnc2[nH]1	12%	-10	2%	2%	u
32	O=C(CSc1oc(-c2ccccc2)nc1S(=O)(=O)c1ccc(Br)cc1)c1ccccc1	2%	-6	6%	x	4%
33	COc1ccc(OC)c(S(=O)(=O)NCCS(=O)(=O)N2CCN(c3ccccc3F)CC2)c1	-7%	-10	11%	x	u
34	O=C(N=Nc1c(O)[nH]c2ccccc12)c1cc(-c2cccs2)[nH]n1	56µM*	-39*	u	15%	-10%
35	Cc1cc(C2C(=O)NC(=O)C2=O)c(C)cc1Br (centres undefined)	-5%	-4	x	x	-10%
36	COc1ccc(CNC(=O)COC(=O)CN2C(=O)NC3(CCCC3)C2=O)cc1	-19%	-2	x	-3%	-5%
37	CSC1=NSC2=NC(=O)/C(=C\c3cccs3)C(=N)N12	-1%	-8	1%	1%	-14%
38	COc1ccc(C2(C)NC(=O)N(CC(=O)Nc3ccc4[nH]c(=O)[nH]c4c3)C2=O)cc1 (centres undefined)	-18%	8	x	-4%	u
39	COc1cc(CN2CCCC(CO)(Cc3ccccc3)C2)ccc1O (centres undefined)	2%	2	0%	4%	0%
40	CC(=O)c1ccc(NC(=O)c2ncn(-c3ccccc3)n2)cc1	-12%	7	-1%	x	-25%
41	O=C(c1ccc(Br)s1)N1CCN(c2ccccn2)CC1	-12%	-2	0%	-17%	0%
42	Cc1cc(-c2nnc(SCC(=O)Nc3ccccn3)o2)no1	16%	-4	19%	-8%	10%

cpd	ERG Ets-DNA blk	RGS4 inh	POLK inh	Anesthetic bind
31	7%	11%	-5%	470%[activator]
32	-8%	u	0%	-21%
33	-2%	20%	-10%[60.1 µM]	50%[activator]
34	2%	-50%	-30%	-12%
35	3%	-3%	-10%	x
36	-3%	-6%	5%	x
37	x	8%	-10%	2%
38	-1%	-13%	-4%	x
39	-5%	18%	-5%	-5%
40	-3%	-10%	0%	-6%
41	-8%	-13%	2%	-14%
42	11%	-7%	-15%	-5%

# Pulled by compound from above, 2 records:
cpd	SMILES	Pol eta inh	LDHA block	POLB inh	APE1 inh	12-LOX inh
31	O=c1[nH]c(=O)c2nc(-c3ccc(Cl)cc3)cnc2[nH]1	12%	-10	2%	2%	u
33	COc1ccc(OC)c(S(=O)(=O)NCCS(=O)(=O)N2CCN(c3ccccc3F)CC2)c1	-7%	-10	11%	x	u

cpd	ERG Ets-DNA blk	RGS4 inh	POLK inh	Anesthetic bind
31	7%	11%	-5%	470%[activator]
33	-2%	20%	-10%[60.1 µM]	50%[activator]
